# C diff HTS = C. difficile growth inhibitors, primary screen, HTS; hit rate 0.25% among 86,000; growth activity, negative = inhibition, % at 16 µg/mL (by protocol); Clostridium difficile clinical isolate growth, OD600, 24 h; hits give low values; AID 1259249, 2017;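 active = mean growth activity at or below -80% and every replicate also at or below -80%; inconclusive = mean at or below -80% but some replicate above -80%; inactive = mean growth activity above -80%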;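 note: 0% = DMSO wells and -100% = levofloxacin 16 µg/mL wells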
# Tcruzi prolif = T. cruzi intracellular proliferation inhibitors, primary screen, cell-based, beta-gal Tulahuen parasites, NIH3T3 host, luminescence. T. cruzi beta-gal in NIH3T3, GalScreen luminescence, 90 h. inhibition, % at 8.34 µM. hit rate 5.9% among 77,000. AID 624255, 2012;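 active = mean inhibition above about 93%, with at least 55% of replicates each passing it, limit read from the data, passing the limit was not always enough; inconclusive = only one of those two conditions holds; inactive = neither condition holds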
# Pf Dd2 growth = P. falciparum Dd2 growth inhibitors, primary screen, SYBR Green fluorescence, single dose replicates | 72 h; hits give low values | activity change, % at 10 µM | hit rate 2.3% among 94,000 | AID 1159554, 2015; in the data active = activity change below about -80%; inconclusive = no clear call, values can overlap the other calls
# GASC1 inh = inhibitors of GASC-1 (KDM4C) histone demethylase, primary screen, biochemical, single concentration HTS. Lysine-specific demethylase 4C (Homo sapiens), Q9H3R0. GST-KDM4C 2-372, H3K9me3 peptide, LANCE TR-FRET. inhibition, % at 12.5 µM. hit rate 0.15% among 96,000. AID 720574, 2013;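 active = mean replicate inhibition above about 25%, with at least 55% of replicates also reaching it, limit read from the data, passing the limit was not always enough; inconclusive = only one of those two conditions met; inactive = neither condition met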
# Target sequence (Q9H3R0 2-372 limits assumed): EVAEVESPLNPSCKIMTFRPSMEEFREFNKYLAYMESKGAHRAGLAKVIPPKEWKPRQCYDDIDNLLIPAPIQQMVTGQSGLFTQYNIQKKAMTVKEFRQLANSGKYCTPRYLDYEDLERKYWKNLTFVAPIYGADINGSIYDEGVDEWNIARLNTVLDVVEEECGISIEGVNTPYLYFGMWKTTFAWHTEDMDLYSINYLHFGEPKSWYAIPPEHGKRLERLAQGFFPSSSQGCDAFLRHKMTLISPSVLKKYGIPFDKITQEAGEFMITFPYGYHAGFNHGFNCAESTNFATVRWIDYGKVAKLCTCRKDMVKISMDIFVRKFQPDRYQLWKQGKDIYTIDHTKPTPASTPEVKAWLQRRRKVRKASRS
#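 Material: GST-tagged GASC-1 (JMJD2C) catalytic fragment, aa 2-372. Input: enzyme final amount 10 nM. Medium: HEPES buffer, pH 7.5, plus ascorbate. Reagent: H3K9me3 peptide substrate, Fe(II), 2-oxoglutarate. Doses: single dose. Times: reaction 30 min RT, detection step 1 h RT. Measured by: LANCE TR-FRET. Evaluation: Fall in 671/618 emission ratio as inhibition.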
# * = called active by the depositor; u = inconclusive; x = no result given. The order is random. About 6.7% of those tested had a hit in this group.
SMILES	C diff HTS	Tcruzi prolif	Pf Dd2 growth	GASC1 inh
C[C@H]1CN([C@@H](C)CO)C(=O)Cc2cc(NS(=O)(=O)c3ccccc3)ccc2O[C@@H]1CN(C)C(=O)NC1CCCCC1	-7	-24	31	-0.2
Cc1ccc(S(=O)(=O)N[C@H]2CC[C@H](CC(=O)NCc3ccncn3)O[C@H]2CO)cc1	x	-22	-3	-1.4
CNC[C@@H]1Oc2cc(C#CCC(C)C)ccc2S(=O)(=O)N([C@H](C)CO)C[C@H]1C	18	71	-51	-1.1
CCCN(C)C[C@@H]1Oc2ncc(-c3ccc(OC)cc3)cc2C(=O)N([C@H](C)CO)C[C@@H]1C	-2	-9	-56	-1.1
CCC(=O)N1CC[C@@H]2[C@H]1c1cc(C#Cc3ccccc3)ccc1N[C@@H]2CO	-20	63	-51	-2.2
CNC(=O)C[C@@H]1CC[C@@H]2[C@H](COc3ccc(NC(=O)NC(C)C)cc3C(=O)N2C)O1	-2	2	10	3.5
C[C@H](CO)N1C[C@H](C)[C@H](CN(C)Cc2ccc(C(=O)O)cc2)OCc2cn(nn2)CCCC1=O	-2	x	51	1.0
CC(C)C[C@H]1COCn2nncc2CC[C@H](Cc2ccccc2)C(=O)N1	-17	x	x	0.0
CC(=O)N1CCCCN2[C@H](CO)[C@@H](c3ccc(-c4ccccc4)cc3)[C@H]2C1	-15	5	-18	1.2
Cc1ccc(-c2ccc3c(c2)O[C@@H](CN(C)C(=O)NC(C)C)[C@H](C)CN([C@@H](C)CO)S3(=O)=O)cc1	-6	35	-39	-2.0
C[C@H](CO)N1C[C@H](C)[C@@H](CN(C)C(=O)Nc2ccccc2)Oc2ccc(NC(=O)Cc3cn(C)c4ccccc34)cc2CC1=O	13	25	-58	-0.9
C[C@H](CO)N1C[C@H](C)[C@H](CN(C)C(=O)CCC(F)(F)F)OCc2cn(nn2)CCCC1=O	-1	-4	10	9.5
C[C@H](CO)N1C[C@H](C)[C@H](CN(C)C(=O)C2CCCCC2)OCCCC[C@H](C)Oc2ccc(NC(=O)Cc3ccccc3)cc2C1=O	2	31	-42	2.1
CCCN(C)C[C@H]1Oc2cc(C#Cc3ccccn3)ccc2S(=O)(=O)N([C@H](C)CO)C[C@H]1C	-3	49	-63	-2.2
O=S(=O)(c1ccccc1)N1CCCCN2[C@H](C1)[C@@H](c1ccc(C#Cc3cccnc3)cc1)[C@@H]2CO	-1	u	-1	3.5
C[C@H](CO)N1C[C@H](C)[C@H](CN(C)C(=O)c2ccccc2F)Oc2ncc(C#Cc3cccc(F)c3)cc2C1=O	2	93	-77	-0.8
CCCN1[C@H](C(=O)NCCOC)[C@@H](CO)[C@@H]2Cn3c(ccc(-c4ccc(C(=O)N(C)C)cc4)c3=O)[C@@H]21	-6	69	x	4.8
CCC(=O)N1CC2(C1)[C@@H](c1ccc(-c3ccc(C#N)cc3)cc1)[C@H](CO)N2C(C)=O	-2	x	9	-0.5
CC(C)NC(=O)N(C)C[C@H]1OCCCC[C@H](C)Oc2ccc(N(C)C)cc2C(=O)N([C@H](C)CO)C[C@H]1C	-1	16	-9	x
C[C@H]1CCCCO[C@H](CN(C)C(=O)CCC(F)(F)F)[C@@H](C)CN([C@@H](C)CO)C(=O)c2cc(NS(=O)(=O)c3cccs3)ccc2O1	0	106	-22	3.1
CN1CCN(C(=O)C[C@@H]2CC[C@H]3[C@@H](COC[C@@H](O)CN3Cc3cccc(Cl)c3)O2)CC1	x	18	-5	2.9
C[C@H](CO)N1C[C@H](C)[C@@H](CN(C)Cc2ccc(C(=O)Nc3ccccc3N)cc2)Oc2ccc(NC(=O)Nc3ccc(F)cc3)cc2C1=O	7	38	u	-0.1
COCC(=O)Nc1ccc2c(c1)[C@H]1C[C@H](CC(=O)NCc3cc(F)ccc3F)O[C@H](CO)[C@H]1O2	-2	-9	-14	1.5
COc1ccc(CN(C)C[C@H]2Oc3ccc(NC(=O)Nc4ccc(OC)cc4)cc3C(=O)N([C@H](C)CO)C[C@H]2C)cc1	6	-2	11	-0.1
C[C@H]1CN([C@@H](C)CO)C(=O)c2cccc(NC(=O)C3CCCCC3)c2O[C@@H]1CN(C)S(=O)(=O)c1cn(C)cn1	x	6	22	-1.7
COCC(=O)Nc1ccc2c(c1)[C@H]1C[C@@H](CC(=O)NC3CCCC3)O[C@H](CO)[C@H]1O2	2	x	6	-1.2
Cc1noc(C)c1NC(=O)N(C)C[C@H]1OCCCC[C@@H](C)Oc2ccc(NS(=O)(=O)c3c(C)noc3C)cc2C(=O)N([C@H](C)CO)C[C@H]1C	-6	-14	2	0.2
C[C@H](C(=O)N(C)C[C@H]1OCc2ccccc2-c2c(n(C)c3ccccc23)C(=O)N([C@H](C)CO)C[C@@H]1C)c1ccccc1	26	x	-51	1.0
C[C@@H]1CCCCO[C@H](CN(C)Cc2ccc(C(=O)O)cc2)[C@H](C)CN([C@@H](C)CO)C(=O)c2cc(NS(=O)(=O)c3cccs3)ccc2O1	-1	-6	20	3.2
C[C@@H]1CN([C@H](C)CO)C(=O)c2cc(NS(=O)(=O)c3cccs3)ccc2O[C@@H](C)CCCCO[C@@H]1CN(C)S(=O)(=O)c1cccs1	-3	-40	-62	-0.7
CCNC(=O)[C@@H]1[C@@H](CO)[C@@H]2Cn3c(ccc(-c4ccccc4F)c3=O)[C@@H]2N1C(=O)CC	-4	-18	x	0.4
C[C@H](CO)N1C[C@H](C)[C@@H](CN(C)S(=O)(=O)c2ccc(Cl)cc2)Oc2c(NC(=O)C3CCCCC3)cccc2C1=O	1	17	-14	-0.6
N#C[C@H]1[C@H](c2ccc(-c3cncnc3)cc2)[C@@H](CO)N1C(=O)C1CCOCC1	-10	33	39	0.0
C[C@H]1CN([C@@H](C)CO)C(=O)c2cc(NS(=O)(=O)c3ccc(F)cc3)ccc2O[C@@H]1CN(C)C(=O)NC1CCCCC1	1	-9	1	1.4
COc1ccc(CN(C)C[C@H]2OCCCC[C@@H](C)Oc3ccc(NS(=O)(=O)c4cccs4)cc3C(=O)N([C@H](C)CO)C[C@H]2C)cc1	1	71	-48	-0.8
C[C@@H]1CCCCO[C@H](CN(C)Cc2ccc(C(F)(F)F)cc2)[C@H](C)CN([C@H](C)CO)C(=O)c2cc(NC(=O)Nc3ccc(F)cc3)ccc2O1	x	103*	-75	-0.4
C[C@H](CO)N1C[C@H](C)[C@@H](CN(C)C(=O)CN(C)C)Oc2ncc(C#CC3(O)CCCC3)cc2C1=O	-1	-43	21	0.2
C[C@H](CO)N1C[C@H](C)[C@H](CN(C)S(=O)(=O)c2ccccc2F)OCc2cn(nn2)CCCC1=O	-4	-52	4	0.7
CCCN1[C@@H]2c3ccc(C4=CCCCC4)c(=O)n3C[C@H]1[C@H](CO)[C@H]2C(=O)Nc1ccccc1	2	17	x	-1.9
N#C[C@@H]1[C@@H](c2ccc(C#CC3CCCCC3)cc2)[C@H](CO)N1C(=O)Cc1ccccn1	12	89	-51	-3.0
C/C=C/c1cnc2c(c1)C(=O)N([C@@H](C)CO)C[C@@H](C)[C@H](CN(C)S(=O)(=O)c1cn(C)cn1)O2	-1	x	36	-1.5
Cc1noc(C)c1NC(=O)Nc1ccc2c(c1)C(=O)N([C@H](C)CO)C[C@H](C)[C@H](CN(C)C)OCCCC[C@H](C)O2	0	16	13	1.2
CN1CCN(C(=O)C[C@@H]2C[C@@H]3c4cc(NC(=O)NC5CCCC5)ccc4O[C@@H]3[C@H](CO)O2)CC1	-2	37	20	-1.5
C[C@H](CO)N1C[C@H](C)[C@H](CN(C)Cc2ccccc2)Oc2ccc(NS(C)(=O)=O)cc2CC1=O	-4	20	15	7.1
CCCN1C[C@H](C)[C@@H](OC)CN(C)C(=O)c2cc(NC(=O)c3cccc(F)c3)ccc2OC[C@H]1C	1	21	-26	-0.9
C/C=C/c1cnc2c(c1)C(=O)N([C@H](C)CO)C[C@H](C)[C@H](CN(C)C(=O)Nc1cccc(OC)c1)O2	19	23	31	0.0
CC(=O)N1CC(=O)N2[C@H](C1)[C@H](c1ccc(C#CC(C)C)cc1)[C@@H]2CO	-15	x	22	1.9
CC(=O)N1Cc2cc(C(=O)NCC(F)(F)F)nc(-c3cccc(-c4cc5ccccc5o4)c3)c2[C@H]1CCO	41	x	-12	11
CCCNC(=O)Nc1ccc2c(c1)C(=O)N(C)C[C@@H](OC)[C@@H](C)CN(C(C)=O)[C@@H](C)CO2	x	-21	-2	0.7
CO[C@H]1CN(C)C(=O)c2ccc(NC(=O)C3CC3)cc2OC[C@H](C)N(C(=O)c2cccnc2)C[C@H]1C	x	-31	20	-0.2
C[C@@H]1CN([C@@H](C)CO)C(=O)c2cc(NS(=O)(=O)c3ccc(F)cc3)ccc2O[C@@H]1CN(C)Cc1ccc(C(F)(F)F)cc1	-2	76	-11	-0.2
C[C@@H]1CN([C@@H](C)CO)C(=O)c2cc(NC(=O)c3ccccc3)ccc2O[C@@H](C)CCCCO[C@@H]1CN(C)Cc1ccc(C(F)(F)F)cc1	-5	80	-63	x
CC(=O)N(C)C[C@@H]1Oc2ncc(C#Cc3ccccn3)cc2C(=O)N([C@@H](C)CO)C[C@H]1C	-1	62	-6	-1.5
COc1ccccc1C#Cc1ccc([C@@H]2[C@@H](CO)N3CCCCN(C(=O)C4CC4)C[C@H]23)cc1	-10	87	11	x
CC(C)CC#Cc1cnc2c(c1)C(=O)N([C@H](C)CO)C[C@H](C)[C@H](CN(C)C(=O)c1cccnc1)O2	3	27	-19	-0.1
C[C@H](CO)N1C[C@H](C)[C@@H](CN(C)CC2CCCCC2)Oc2ccc(NC(=O)Cc3cn(C)c4ccccc34)cc2C1=O	-1	102	-12	x
CC(=O)N(C)C[C@@H]1Oc2cc(C#CC3(O)CCCC3)ccc2S(=O)(=O)N([C@H](C)CO)C[C@@H]1C	3	31	9	-0.7
C[C@H]1CN([C@@H](C)CO)C(=O)c2c(c3ccccc3n2C)-c2ccccc2CO[C@@H]1CN(C)CC1CC1	x	-26	-50	-0.8
COc1ccc(S(=O)(=O)Nc2ccc3c(c2)[C@@H]2C[C@H](CC(=O)O)O[C@H](CO)[C@@H]2O3)cc1	3	-34	-2	-2.6
C[C@H]1CN([C@@H](C)CO)C(=O)Cc2cc(NC(=O)CCC(F)(F)F)ccc2O[C@@H]1CN(C)S(=O)(=O)c1ccccc1	-3	8	-14	0.8
CNC[C@H]1Oc2ccc(NC(=O)Nc3ccc(F)cc3)cc2CC(=O)N([C@@H](C)CO)C[C@@H]1C	2	x	9	-0.4
COCC#Cc1ccc2c(c1)O[C@@H](CN(C)Cc1ccccc1)[C@H](C)CN([C@H](C)CO)S2(=O)=O	2	109*	-70	-3.7
O=C(Nc1ccc2c(c1)OCO2)N[C@H]1CC[C@@H](CCNC(=O)C2CCC2)O[C@@H]1CO	2	x	-63	0.5

# Compound profiles, as listed above.
# `CC(=O)N(C)C[C@@H]1Oc2ncc(C#Cc3ccccn3)cc2C(=O)N([C@@H](C)CO)C[C@H]1C` reads C diff HTS: -1; Tcruzi prolif: 62; Pf Dd2 growth: -6; GASC1 inh: -1.5
# `CNC[C@H]1Oc2ccc(NC(=O)Nc3ccc(F)cc3)cc2CC(=O)N([C@@H](C)CO)C[C@@H]1C` reads C diff HTS: 2; Tcruzi prolif: x; Pf Dd2 growth: 9; GASC1 inh: -0.4

# Four of these compounds, reformatted:
# Second line of a record – C diff HTS, Tcruzi prolif, Pf Dd2 growth, GASC1 inh
> CN1CCN(C(=O)C[C@@H]2C[C@@H]3c4cc(NC(=O)NC5CCCC5)ccc4O[C@@H]3[C@H](CO)O2)CC1
  -2, 37, 20, -1.5
> C[C@H](CO)N1C[C@H](C)[C@H](CN(C)Cc2ccccc2)Oc2ccc(NS(C)(=O)=O)cc2CC1=O
  -4, 20, 15, 7.1
> CCCN1C[C@H](C)[C@@H](OC)CN(C)C(=O)c2cc(NC(=O)c3cccc(F)c3)ccc2OC[C@H]1C
  1, 21, -26, -0.9
> C/C=C/c1cnc2c(c1)C(=O)N([C@H](C)CO)C[C@H](C)[C@H](CN(C)C(=O)Nc1cccc(OC)c1)O2
  19, 23, 31, 0.0

# Screening results (PubChem BioAssay)
